# Screens as filed in PubChem.
# AMA1-RON2 inh: qHTS for Inhibitors of AMA1-RON; Towards Development of Antimalarial Drug Lead: Primary Screen | AlphaScreen AMA1-biotinylated RON2 peptide binding | Potency, µM (doses to about 58.2 µM), for inactives: at the top dose activity change, negative = inhibition, actives largely listed as inhibitors | 360,000 compounds, 0.2% hits | AID 720542, 2013;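 also: potency is read from the fitted curve at half-maximal effect; 0% = vehicle wells and -100% = peptide control; nearly all actives have a fitted effect of over 45% in size; some results filed as inactive show a strong effect at the top dose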
#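 AMA1 (3D7) with his tag at 25 nM final met compounds first, then biotinylated RON2 peptide at 25 nM; detection used donor plus acceptor beads, 10 µg/mL apiece, read by AlphaScreen after 30 min at room temperature.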
# LmPK inh: qHTS Assay for Inhibitors of Leishmania Mexicana Pyruvate Kinase (LmPK). Q27686. purified LmPK, Kinase-Glo ATP luminescence, 1 h. Potency, µM (doses to about 57.5 µM), inactives show at the top dose activity change, negative = inhibition, actives largely listed as inhibitors. 290,000 compounds, 0.37% hits; also: potency is read from the fitted curve at half-maximal effect
# Target sequence (Q27686 whole entry, looked up): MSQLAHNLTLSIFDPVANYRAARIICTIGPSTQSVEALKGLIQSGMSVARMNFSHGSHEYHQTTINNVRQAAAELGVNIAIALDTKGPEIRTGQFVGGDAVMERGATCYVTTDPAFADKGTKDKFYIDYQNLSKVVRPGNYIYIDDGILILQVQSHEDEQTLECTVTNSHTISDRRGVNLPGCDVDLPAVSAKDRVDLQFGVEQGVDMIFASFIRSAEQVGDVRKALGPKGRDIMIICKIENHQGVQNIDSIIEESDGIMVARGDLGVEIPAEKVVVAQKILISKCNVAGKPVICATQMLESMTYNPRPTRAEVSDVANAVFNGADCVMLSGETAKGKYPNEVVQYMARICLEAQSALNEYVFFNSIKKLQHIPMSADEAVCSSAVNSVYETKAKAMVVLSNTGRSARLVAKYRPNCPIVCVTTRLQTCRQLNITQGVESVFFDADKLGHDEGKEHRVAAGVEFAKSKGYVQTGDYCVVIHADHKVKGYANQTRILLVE
#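 0.1 nM LmPK, 0.5 mM PEP, 0.1 mM ADP; 50 mM imidazole pH 7.2, 7 mM MgCl2, 50 mM KCl; 1 h RT. Kinase-Glo luminescence readout, normalized to no-enzyme (full inhibition) and uninhibited wells.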
# TbPYK inhibitor: qHTS of Trypanosoma Brucei Inhibitors; pyruvate kinase (Trypanosoma brucei), Q57TT1; TbPYK enzyme, Kinase-Glo Plus ATP luminescence, 45 min; Potency, µM (titrated, usually from 76.8 µM), for inactives: at the highest dose activity, negative = inhibition, actives largely listed as inhibitors; 410,000 compounds, 0.12% hits; also: potency is read from the fitted curve at half-maximal effect; nearly all actives have a fitted effect of over 50% in size
#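 Readout: single end-point luminescence (Kinase-Glo Plus, 10 min). Reaction conditions were TbPYK/substrate plus 130 uM ADP, 45 min at RT, pH 7.2 TEA buffer. No-enzyme wells served as controls, and data were normalized before concentration-response fitting.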
# AmpC inh no detg: qHTS Inhibitors of AmpC Beta-Lactamase (assay without detergent); P00811; AmpC nitrocefin hydrolysis, absorbance 480 nm, 0.0001% Triton; Potency, µM (highest dose often 57.1 µM), without a hit: at the top dose activity change, negative = inhibition, actives largely listed as inhibitors; 330,000 compounds, 0.52% hits; AID 485341, 2010;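 also: potency is read from the fitted curve at half-maximal effect; plate controls were no compound for no effect and no enzyme for full effect; nearly all actives have a fitted effect of over 20% in size; some results filed as inactive show a strong effect at the top dose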
# Target sequence (P00811 whole entry, looked up): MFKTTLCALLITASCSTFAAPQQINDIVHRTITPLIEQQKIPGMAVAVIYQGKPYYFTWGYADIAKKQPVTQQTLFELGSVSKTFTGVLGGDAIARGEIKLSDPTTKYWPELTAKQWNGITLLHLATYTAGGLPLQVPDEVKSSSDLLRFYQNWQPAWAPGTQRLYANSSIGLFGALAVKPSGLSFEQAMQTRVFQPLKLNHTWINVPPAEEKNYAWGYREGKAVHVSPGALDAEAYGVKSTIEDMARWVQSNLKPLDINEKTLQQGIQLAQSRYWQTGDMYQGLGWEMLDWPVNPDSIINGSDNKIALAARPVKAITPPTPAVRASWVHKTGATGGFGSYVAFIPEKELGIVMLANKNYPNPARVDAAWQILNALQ
#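 20 mM phosphate pH 7.0 + 0.01% (detergent screen) or 0.0001% Triton X-100; 5.3 nM AmpC reagent; cpd preinc 15 min RT; nitrocefin (800 uM stock) to start; A480 q20 s × 4 min; Activity was normalised to no-enzyme and no-compound control wells.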
# Sm TGR inh: qHTS Assay for the Inhibitors of Schistosoma Mansoni Peroxiredoxins | Schistosoma mansoni thioredoxin glutathione reductase (TGR), Q962Y6 | purified TGR, DTNB reduction, TNB absorbance 405 nm | Potency, µM (titrated, usually from 114 µM), for inactives: top-dose activity change, negative = inhibition, most hits filed as inhibitors | 360,000 compounds, 3% hits | AID 485364, 2010; also: potency is read from the fitted curve at half-maximal effect; nearly all actives have a fitted effect of over 60% in size
#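 First, TGR (20 nM dispensed) and NADPH were mixed with compound. Second, a 15 min room-temperature incubation followed. Third, further NADPH and then DTNB were added to start the reaction. Finally, TNB absorbance was monitored kinetically.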
# HCMV inh: qHTS Assay for inhibitors of the human cytomegalovirus (HCMV); 410,000 compounds, 4.5% hits; HFF cells, HCMV-luciferase reporter, 72 h; hits give low values; AID 1259415, 2018; activity change, negative = inhibition, % at 57.5 µM; in the data active = activity change below about -60%; inconclusive = no clear call, values can overlap the other calls; inactive = above about -39%
#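 Cell-based, HFFs, 1000 cells/well, 16 h 37C; cpds in DMSO + HCMV-luc, MOI 1 PFU/cell; 72 h 37C; OneGlo luminescence after 5 min RT; norm. to buffer vs Salinomycin 10uM.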
# AmpC inh detg: qHTS Inhibitors of AmpC Beta-Lactamase (assay with detergent); Potency, µM (doses to about 114 µM), without a hit: at the top dose activity change, negative = inhibition, usual class: inhibitors; 370,000 compounds, 0.041% hits; AmpC hydrolysis of nitrocefin, absorbance 480 nm, 0.01% Triton; AID 485294, 2010;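 also: potency is read from the fitted curve at half-maximal effect; 0% = no-compound wells and -100% = no-enzyme wells; nearly all actives have a fitted effect of over 25% in size; some results filed as inactive show a strong effect at the top dose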
#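 AmpC (5.3 nM in the dispensed reagent) in 20 mM phosphate pH 7.0 with 0.01% (detergent screen) or 0.0001% Triton X-100 was preincubated with compounds for 15 min at room temperature. Nitrocefin was then added from an 800 uM solution, and hydrolysis was followed at 480 nm.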
# * marks the source's active call; other numbers are inactive results; ? = inconclusive; / = no result given; [ ] = remark or other dose. Unless noted, calls follow the shape of the dose curve; as a rule, active = well fitted curve in the direction sought with a large enough effect; inconclusive = small, poorly fitted or top-dose-only effect, or another doubt; inactive = no such curve, though single readings can be large; an effect the other way counts as inactive or inconclusive. Unless noted, % is scaled to controls: 0 for no effect and ±100 for the full control effect.
SMILES,AMA1-RON2 inh,LmPK inh,TbPYK inhibitor,AmpC inh no detg,Sm TGR inh,HCMV inh,AmpC inh detg
COc1ccc2oc(C(=O)N(C)Cc3ccc4c(c3)OCCO4)c(C)c2c1,11%,/,0%,7%,0%,-16,-9%
COc1cccc(NC(=O)c2cc(-c3ccccn3)nc3ccccc23)c1,16%[11.6 µM],/,-9%,-18%,-2%,0,?
CC(C)C(NC(=O)OCc1ccccc1)C(=O)OCC(=O)N1CCCCC1 (stereo not given),9%,-2%,2%,-11%,13%,93,?
N#Cc1ccc(CN2C(=O)NC3(CCCCCC3)C2=O)cc1,22%,-4%,0%,-4%,4%,16,2%
COc1nc(N(C)C)nc(N(C)c2cc(Cl)cc(Cl)c2)n1,-3%,14%,0%,-8%,-35%,-24,-13%
CCOC(=O)C1=C(COC(=O)CCOc2cccc(C)c2)NC(=O)NC1C (stereo not given),-12%,/,-4%,17%,-5%,-4,?
COc1cc(/C=N/NC(N)=S)cc(Br)c1OCc1ccccc1F,0%,3%,-4%,-54%,0%,?,1%
O=C(NCc1ccncc1)Nc1cccc(Cl)c1,3%,-3%,-3%,-36%,-28%,6,?
O=C1OC[C@H]2CCCC[C@@H](CO)ON12,5%,/,5%,-12%,/,16,/
Cc1cccc(C)c1OCCCCn1cnc2ccccc2c1=O,2%,2%,0%,70%[activator],19%,8,2%
COc1ccc(-c2cc(C)no2)cc1S(=O)(=O)N1CCCN(Cc2ccc(F)cc2)C1,-1%,0%,-2%,109%[activator],-7%,0,-2%
CCN1CCN(C(=O)CN(C)S(=O)(=O)c2cc(C)ccc2OC)CC1,12%,-4%,-3%,0%,2%[57.1 µM],0,-2%
CC(=O)Nc1cccc(Oc2ncnc3scc(-c4ccc(C(C)C)cc4)c23)c1,-5%,4%,-8%,160%[activator],6%,?,-13%
Cc1ccc(Cn2c(C)c(C(=O)NCc3ccc(Cl)c(Cl)c3)sc2=O)cc1,25%,/,2%,/,/,-6,/
COc1cc(C(=O)Nc2cccc(-c3nc4ncccc4o3)c2C)cc(OC)c1OC,10%,1%,-1%,-13%,0%,-106*,-10%
CCOC(=O)c1cc(-c2nnc(-c3ccc(Cl)cc3)o2)c(C)nc1C,-9%,2%,3%,-14%,1%,-1,?
CCOC(=O)c1cc2c(n(-c3ccc(C)cc3)c1=O)CCCC2=O,12%,-2%,1%,-4%,0%,-28,-11%
Cn1cc(C(=O)c2ccc(Cl)cc2Cl)cc1C(=O)N/N=C(\N)COc1cccc(C(F)(F)F)c1,23%,5%,5%,-25%,10%,?,-8%
O=C(CC[C@H]1O[C@@H](n2ccc(=O)[nH]c2=O)[C@H](O)[C@@H]1O)N[C@H](Cc1ccccc1)C(=O)NC1CCCCC1,-2%,/,-1%,/,/,1,/
COC(=O)c1cccc(NS(C)(=O)=O)c1C,-12%,-2%,4%,-12%,2%,25,-12%
COc1ccc(C(=O)Nc2cc(C(F)(F)F)ccc2-n2cnc3ccccc32)cc1,-4%,2%,0%,18%,-2%,-73*,2%
Cc1n[nH]c(C)c1CN(C)C(=O)c1cc(COc2ccc(F)c(F)c2)on1,3%,9%,-9%,-8%,-23%,-7,2%
Cc1cc(C2=CC(=O)C[C@H](c3ccc(F)cc3)C2)ccc1F,13%,/,-1%,/,/,-62*,/
Cc1ccc(C)n1-n1cnc2scc(-c3cccs3)c2c1=O,-7%,3%,-1%,-50%,-16%,-1,?
CC1CN(c2ccc(Oc3ccccc3)cc2)c2nc3c(c(=O)[nH]c(=O)n3C)n2C1 (stereo not given),-17%,4%,-10%,-6%,-12%,14,-8%
Cc1noc(C)c1S(=O)(=O)N1CCC(C(=O)NCCc2ccc(S(N)(=O)=O)cc2)CC1,5%,-1%,2%,-17%,-7%,7,?
COc1ccc(CC(=O)NNC(=O)CSc2ccc(C)cc2)cc1,80%[activator],-2%,0%,-14%,17%,?,-10%
CC1CCN(C(=O)Cn2nc(C(F)(F)F)c3c2CCCC3)CC1,0%,9%,1%,8%,-1%,8,?
COc1ccc(CN2CCCC(C(=O)c3ccccc3SC)C2)cc1O (stereo not given),-1%,-7%,2%,2%,?,-21,2%
CCOC(=O)CNC(=O)CSc1ccc2nnc(-c3ccc(F)cc3)n2n1,1%,13%,-16%,-15%,-2%,-9,?
CC(=O)NNC(=O)CSc1nnc(-c2ccccc2)c(-c2ccccc2)n1,55%[activator],-2%,-4%,-1%,?,34,-8%
COc1ccc(C)c2sc(N3CCCC3)nc12,-22%,-2%,3%,77%[activator],6%,4,-1%
CCCS(=O)(=O)Nc1cc(C(F)(F)F)ccc1OCCOC,2%,0%,/,-4%,2%,48,6%
CCSc1nnc(NC(=O)CCc2ccccc2)s1,6%,5%,11%,-19%,0%,6,-9%
COc1cc2c(c(OC)c1O)-c1ccc(OC)c(=O)cc1C(NC(=O)C(F)(F)F)CC2 (stereo not given),-8%,/,3%,/,/,-90*,/
Cc1cc(C)c2nc(C)cc(N/N=C/c3ccc(O)cc3)c2c1,-24%,-3%,1%,-31%,1%,-100*,?
O=C(Cn1c(C(F)(F)F)nc2ccccc21)Nc1ccccc1C(=O)O,-10%,8%,-16%,-24%,-1%,?,1%
CN(c1ccccc1)c1nc(N)c(C#N)c(CC#N)c1C#N,-3%,-6%,1%,-32%,-18%,22,-12%
NC(=O)[C@@H]1CC2(CC(c3cccc(NC(=O)COc4ccc(Cl)cc4)c3)=NO2)CN1C(=O)c1ccccc1 (stereo not given in full),-11%,-2%,1%,158%[activator],12%,17,-13%
COc1cc(CCC(=O)OCC(=O)Nc2ccccc2C(C)C)cc(OC)c1OC,12%[11.6 µM],0%,-10%,0%,-2%,0,6%
O=C(NCc1ccco1)c1cccnc1-c1nc2ccccc2s1,8%,8%,-11%,-6%,-26%,27,-2%
CC(C)(C)c1ccc(C(=O)NN2CCOCC2)cc1,4%,-2%,4%,-3%,0%,-11,-5%
Cc1cccc(NC(=O)CSc2nnc(-c3ccccc3)n2N)c1C,4%,-3%,8%,-13%,0%,-7,-11%
CCc1ccc(CCC(=O)Nc2ncc(Cc3ccccc3Cl)s2)o1,-9%,-2%,-8%,-28%,?,-61*,-2%
CCOC(=O)[C@]12CCCC=C1N(Cc1ccco1)C(=O)[C@H](CC(=O)NCc1cccs1)C2,-8%,/,-16%,/,/,-13,/
Cc1ccc(NC(=O)Nc2c(C)n(C)n(-c3ccccc3)c2=O)c(Cl)c1,/,/,2%,/,-4%,-11,-4%
FC(F)Oc1ccccc1C1CC(c2ccc(Br)s2)Nc2ncnn21 (stereo not given),-8%,-3%,1%,70%[activator],2%,-14,?
O=C(COC(=O)c1c(F)cccc1F)c1ccc[nH]1,-1%,-10%,-2%,-17%,-1%,/,5%
COc1ccc(CNS(=O)(=O)c2ccc3c(c2)NC(=O)C(C)S3)cc1 (stereo not given),-5%,4%,-2%,-31%,-4%,-23,-1%
COc1c(Cl)cc(Cl)cc1C(=O)Nc1cccc2cccnc12,/,/,5%,/,6%,33,7%
O=C(Cn1nc2ccccc2n1)N/N=C/c1cc(Cl)cc([N+](=O)[O-])c1O,-18%,-7%,-7%,-31%,-35%,7,0%
O=C(NCCCN1CCN(c2ccccc2)CC1)c1sc2ncccc2c1-n1cccc1,/,/,-5%,/,1%,14,-6%
Cc1ccc(N=C2SCCCN2C(=O)c2ccco2)cc1Cl,-15%,-3%,-1%,-16%,0%,49,-3%
Cc1cc(C)c(C#N)c(SCC(=O)Nc2ccc3c(c2)OCO3)n1,-13%,0%,1%,-16%,5%,32,3%
COC(=O)c1ccc(COc2ccccc2/C=C(\C#N)C(=O)NC(C)C)cc1,2%,2%,-5%,-21%,-1%,6,-9%
CC(=O)N1c2ccc(S(=O)(=O)NCC3CCC(C(=O)N4CCC(C)CC4)CC3)cc2CC1C (stereo not given),2%,1%,-1%,131%[activator],-12%,-20,-6%
O=C(NC1=NCCS1)c1cccc(N2C(=O)c3ccccc3C2=O)c1,116%[activator],-2%,2%,-54%,-6%,-13,-13%
COc1ccc(C(C)N2CC34C=CC(O3)C(C(=O)O)C4C2=O)cc1 (stereo not given),10%,0%,4%,/,2%,-4,-1%
COCC(=O)NC1CCN(S(=O)(=O)c2ccc(C(=O)O)cc2)CC1,8%,14%,5%,16%,9%,-30,-2%
NS(=O)(=O)c1cc(C(=O)OCC(=O)c2ccccc2)c(Cl)cc1Cl,22%,4%,4%,-33%,9%,13,-6%

# Sorted by count of non-hydrogen atoms (smallest number first): part of the list above
SMILES,AMA1-RON2 inh,LmPK inh,TbPYK inhibitor,AmpC inh no detg,Sm TGR inh,HCMV inh,AmpC inh detg
Cc1ccc(N=C2SCCCN2C(=O)c2ccco2)cc1Cl,-15%,-3%,-1%,-16%,0%,49,-3%
NS(=O)(=O)c1cc(C(=O)OCC(=O)c2ccccc2)c(Cl)cc1Cl,22%,4%,4%,-33%,9%,13,-6%
O=C(NC1=NCCS1)c1cccc(N2C(=O)c3ccccc3C2=O)c1,116%[activator],-2%,2%,-54%,-6%,-13,-13%

# Additional results:
SMILES,AMA1-RON2 inh,LmPK inh,TbPYK inhibitor,AmpC inh no detg,Sm TGR inh,HCMV inh,AmpC inh detg
COc1ccc(CCNC(=O)COc2cc(=O)n(C)c3ccccc23)cc1OC,20%,7%,5%,9%,4%,83,-14%
CCc1nc2ccc(C(=O)N3CCN(C(=O)c4ccco4)CC3)cn2c1N(CC)CCOC,3%,/,0%,/,/,4,/
O=C(Nc1cc(-c2ccccc2)cs1)c1ccco1,-17%,/,-4%,-20%,0%,-4,6%
COc1cccc(C2c3cc4c(cc3OC(N3CCCC3)C2C)OCO4)c1O (stereo not given),-5%,/,-4%,/,/,-17,/
COCCCN(C(=S)Nc1cc(Cl)cc(Cl)c1)C(C)c1ccncc1 (stereo not given),-4%,4%,-17%,67%[activator],3%,-11,-1%
Cc1cccc(C)c1NC(=O)NC1(C(=O)N2CCOCC2)CCCCC1,8%,7%,-2%,-1%,-3%,28,-6%
CCn1c(C(=O)N2CCCC(C(=O)NCCc3ccc(C)cc3)C2)cc2sccc21 (stereo not given),12%,1%,35µM*,92%[activator],5%,?,-5%
